# Bioassay records deposited in PubChem BioAssay by several laboratories.
# FBA Mtb inh – Mtb FBA enzyme inhibitors, primary screen, biochemical, fluorescence, strain H37Rv; Fructose-bisphosphate aldolase (Mycobacterium tuberculosis (strain ATCC 25618 / H37Rv)), …; inhibition, % at 1 µM; 360,000 compounds, 2.3% hits; purified M. tuberculosis FBA, fluorescence read-out; in the data active = inhibition above about 27%;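 also: 0% = vehicle and 100% = reference inhibitor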
# Target sequence (P9WQA3 whole entry, looked up): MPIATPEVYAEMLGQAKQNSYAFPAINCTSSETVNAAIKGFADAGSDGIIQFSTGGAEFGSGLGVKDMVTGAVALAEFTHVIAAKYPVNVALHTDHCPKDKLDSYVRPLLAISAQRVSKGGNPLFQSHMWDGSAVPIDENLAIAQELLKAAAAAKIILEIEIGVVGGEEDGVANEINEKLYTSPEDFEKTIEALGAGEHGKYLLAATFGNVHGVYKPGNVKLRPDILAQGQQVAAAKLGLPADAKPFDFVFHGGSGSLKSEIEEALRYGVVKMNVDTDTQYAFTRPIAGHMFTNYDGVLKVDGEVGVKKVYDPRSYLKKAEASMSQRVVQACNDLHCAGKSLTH
# BoNT-F LC inh – BoNT/F light chain protease inhibitors, primary screen, biochemical, flow cytometry, MLPCN library; 360,000 compounds, 0.22% hits; Botulinum neurotoxin type F light chain protease (Clostridium botulinum); Multiplex microsphere protease cleavage assay; inhibition, % at 10 µM; AID 588497, 2011; in the data active = inhibition above about 35%, passing the limit was not always enough; inconclusive = no clear call, values can overlap the other calls; also: plate controls were buffer without enzyme for full effect and enzyme alone for no effect
# FadD28 binding – inhibitors of FadD28 bisubstrate probe binding, primary screen, biochemical, fluorescence polarization, single point; 360,000 compounds, 0.22% hits; inhibition, % at 12.5 µM; in the data active = inhibition above about 8.5%, passing the limit was not always enough; inconclusive = no clear call, values can overlap the other calls
# Mtb BioA inh – M. tuberculosis BioA enzyme inhibitors, primary screen, biochemical, plate reader, single point, HTS. purified M. tuberculosis BioA enzyme. inhibition, % at 9.99 µM. 360,000 compounds, 0.096% hits. AID 602481, 2012; in the data active = inhibition above about 40%; inconclusive = no clear call, values can overlap the other calls
# MazEF act – activators of E. coli MazEF toxin-antitoxin RNase, primary screen, biochemical, fluorescence, uHTS | Endoribonuclease toxin MazF (Escherichia coli (strain K12)), P0AE70 | FAM/BHQ RNA-DNA oligo cleavage fluorescence, 5 h | activation, % at 20 µM | 350,000 compounds, 0.32% hits | AID 504720, 2011; in the data active = activation above about 50%
# Target sequence (P0AE70 whole entry, looked up): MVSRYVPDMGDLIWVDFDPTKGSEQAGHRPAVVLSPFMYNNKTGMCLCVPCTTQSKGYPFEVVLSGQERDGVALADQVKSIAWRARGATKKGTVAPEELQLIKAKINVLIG
# CCHFV vOTU inh – CCHFV vOTU protease inhibitors, primary screen, biochemical, Pep-AMC substrate, fluorescence; Crimean-Congo hemorrhagic fever virus L polyprotein viral ovarian tumor (vOTU) protease …; inhibition, % at 11.5 µM; 370,000 compounds, 0.55% hits; AID 651958, 2012; also: 0% = vehicle wells with enzyme and 100% = no enzyme wells
# GDH-TPI counter – GDH-TPI coupling enzyme inhibitors, primary screen, artefact control for M. tuberculosis FBA inhibitor project, biochemical, absorbance, full deck; GDH-TPI coupled enzyme counterscreen, NADH absorbance; inhibition, % at 4.8 µM; 360,000 compounds, 1.2% hits;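 also: 0% = DMSO wells and 100% = wells lacking the enzyme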
# Rv3671c protease – Rv3671c serine protease inhibitors, primary screen, biochemical, fluorescence polarization, M. tuberculosis H37Rv; P9WHR9; inhibition, % at 5.96 µM; 320,000 compounds, 0.048% hits; AID 2606, 2010; in the data active = inhibition above about 38%;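 also: extracellular domain of Rv3671c used as enzyme; 0% = enzyme with DMSO and 100% = no enzyme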
# Mtb UGM inh – M. tuberculosis UGM enzyme inhibitors, primary screen, biochemical, fluorescence polarization, single point | UDP-galactopyranose mutase (Mycobacterium tuberculosis (strain ATCC 25618 / H37Rv)), … | purified UGM, fluorescence polarization probe displacement | inhibition, % at 10 µM | 320,000 compounds, 0.06% hits; in the data active = inhibition above about 10%, passing the limit was not always enough; inconclusive = no clear call, values can overlap the other calls
# VHR inh abs – VHR1 phosphatase inhibitors, primary screen, biochemical, absorbance, uHTS. inhibition, % at 13.3 µM. 290,000 compounds, 0.52% hits. recombinant VHR phosphatase, pNPP absorbance. AID 1654, 2009; in the data active = inhibition above about 50%; also: some compounds called inactive have numbers as strong as hits
# Target sequence (P51452 whole entry, looked up): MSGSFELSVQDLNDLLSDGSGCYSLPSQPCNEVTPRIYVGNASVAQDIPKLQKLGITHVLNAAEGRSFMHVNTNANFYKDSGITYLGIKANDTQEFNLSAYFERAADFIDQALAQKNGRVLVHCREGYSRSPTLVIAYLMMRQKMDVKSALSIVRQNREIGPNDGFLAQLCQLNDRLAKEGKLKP
# Active calls of the source: *; ? = inconclusive; . = not tested or not shown. Rule as the data show it, unless noted: active = inhibition above about 30%; inactive = the rest.
SMILES,FBA Mtb inh,BoNT-F LC inh,FadD28 binding,Mtb BioA inh,MazEF act,CCHFV vOTU inh,GDH-TPI counter,Rv3671c protease,Mtb UGM inh,VHR inh abs
O=C(CSc1nnc2ccc3ccccc3n12)N1CCOCC1,5,3,0.5,-0.2,-6,7,-3,-6,0.6,14
O=C(NCCc1c[nH]c2ccccc12)C1CCN(c2nnc(N3CCCC3=O)s2)CC1,-3,-2,-3.5,0.7,-1,-8,-12,-10,1.4,8
COCCCNc1ccc([N+](=O)[O-])cc1C(=O)Nc1cccc(C)n1,-3,-1,-3.1,.,10,0,6,-2,-3.7,14
O=C(O)c1ccc(NC(=O)c2ccco2)c(NC(=O)c2ccco2)c1,1,19,0.6,-0.9,1,19,1,-2,-1.0,-30
O=c1c2ccccc2nc(SCc2ccccc2)n1CC1CCCO1 (configuration not stated),0,.,-1.9,.,-2,-5,1,20,-1.4,7
O=C(c1cc(Cl)ccc1O)N1CCN(S(=O)(=O)c2cccs2)CC1,0,13,0.6,.,0,-2,3,2,-0.5,.
Cc1ccc(NC(=O)CCn2nnc3ccccc32)cc1,-3,-2,-4.1,.,-5,-7,-4,7,-1.6,17
Oc1cccc(Nc2ccccc2)c1,1,-13,-2.2,0.0,0,3,1,11,-1.1,.
O=C(Sc1nnc(-c2ccccc2)o1)N1c2ccccc2Sc2ccccc21,-2,-12,-2.5,2.4,5,-5,-10,0,1.0,22
C/C(=N\NC(=O)c1cccc2ccccc12)c1ccccn1,0,0,-3.7,-0.7,4,17,10,.,.,21
CCc1cc2c(-c3ccccc3)cc(=O)oc2cc1OCC(=O)NCC1CCC(C(=O)O)CC1 (configuration not stated),4,-21,-0.9,-0.1,5,2,28,6,-0.8,20
COc1ccc(C(=O)c2coc(-c3ccccc3C(=O)O)c2C(=O)O)cc1,1,6,2.0,-0.7,-3,8,10,-10,-1.7,2
Cn1c(CC(=O)Nc2ccc(Cl)c(Cl)c2)n[nH]c1=S,55*,-6,0.0,-0.2,-6,-5,-1,1,0.5,-4
COc1ccccc1N1CCN(c2nc3ccccn3c(=O)c2C=O)CC1,4,4,0.2,0.8,15,5,20,-3,-1.5,17
CCOC(=O)CNC(=O)N1Cc2cc(-c3ccc(OC)cc3)ccc2-n2nncc2C1,124*,7,-5.2,-2.7,.,8,.,.,.,.
COC(=O)c1cc(S(=O)(=O)NCc2ccc(F)cc2)cn1C,1,-3,0.6,-1.3,6,12,-1,3,-0.5,6
CCOC(=O)c1nnc(-c2ccc(C)cc2)nc1N1CCSCC1,-3,0,-1.0,.,1,-1,9,-4,0.2,15
CC(C)(C)S(=O)(=O)c1cnc(N2CCCC2)nc1N,1,-4,-0.7,.,-1,-14,2,4,-0.8,12
CC(CN1CCOCC1)OC(=O)Cc1ccccc1 (configuration not stated),0,-2,-2.1,.,1,-12,2,6,0.2,26
CC(C)Cn1c(CN(Cc2ccccc2)Cc2ccccc2)nc2c1c(=O)n(C)c(=O)n2C,-2,3,-5.3,-1.1,-3,14,1,-2,-2.7,19
CCN(CC)C(=O)C1=C(C)N(Cc2ccc(OC)cc2)C(=O)C(CC(=O)NC2CC2)C1 (configuration not stated),5,-3,-0.2,0.9,2,13,3,.,.,.
COc1ccc(Cl)cc1NC(=S)N1CCC(c2ccc(C)cc2)C1 (configuration not stated),-2,-1,-2.5,-2.3,2,-6,8,-12,3.8,-6
CCc1cccc(CC)c1NC(=S)NCC(c1cccnc1)N(C)C (configuration not stated),-2,-5,-5.1,.,12,-14,-1,2,-2.0,12
CCCCn1c(N)c(N(CCOC)C(=O)CCCc2nc3ccccc3s2)c(=O)[nH]c1=O,1,-12,-0.5,-0.2,-3,-3,1,-5,.,.
Nc1n[nH]c2cc(=O)n(-c3cccc(C(F)(F)F)c3)nc12,-9,0,-1.8,-1.0,-9,6,2,-7,1.1,5
# (cont.)
SMILES,FBA Mtb inh,BoNT-F LC inh,FadD28 binding,Mtb BioA inh,MazEF act,CCHFV vOTU inh,GDH-TPI counter,Rv3671c protease,Mtb UGM inh,VHR inh abs
Cc1nn(CC(=O)NCc2cc3ccccc3[nH]2)c(C)c1[N+](=O)[O-],1,4,-1.9,.,9,6,6,2,0.7,3
CC(C)(C)c1ccc(CC(=O)N2CCC2(C)C(=O)NS(=O)(=O)c2cccc(F)c2)cc1 (configuration not stated),-1,-2,0.8,-0.1,.,4,5,.,.,.
COc1ccc(C)cc1Nc1nc(C)nc2sc(C)cc12,2,-16,-0.5,0.4,5,-10,-2,0,-1.1,.
CC(C)N(Cc1nc(-c2ccc3c(c2)OCO3)no1)CC1CCC(=O)N1 (configuration not stated),2,-1,-3.3,1.6,-5,2,-2,-1,1.7,21
COc1ccc(OC)c(Nc2nc3ccccc3n3cnnc23)c1,8,-6,0.7,-5.0,-16,-6,27,-4,-1.4,-16
COc1ccc(S(=O)(=O)NN=C2CCCCC2)cc1,1,-5,-1.3,1.6,15,-5,-7,4,-3.5,3
Cn1c(NCc2ccccc2)nc2c1c(=O)n(Cc1ccc(Br)cc1)c(=O)n2C,3,1,0.1,-0.1,-1,-2,-3,15,-1.2,17
O=C(CN1CCN(Cc2ccccc2)CC1)NCCNc1ccc([N+](=O)[O-])cn1,0,-11,-1.0,.,7,-10,23,-6,0.0,5
CSc1ccccc1NC(=S)NC1CCCCC1,-1,1,1.3,-2.3,9,3,13,6,0.9,5
COc1ccc(Cn2c(-c3ccc(C)cc3)nc3c(c(=O)c4ccccc4n3C)c2=O)cc1,1,0,-1.3,.,9,-6,2,6,-1.6,74
O=C(CN1C(=O)c2ccccc2S1(=O)=O)NCc1ccco1,0,-4,-1.4,.,6,-2,4,2,2.0,7
CCOc1ccc2oc(C(=O)NCC(C)(C)CN(C)C)c(C)c2c1,44*,-4,-1.2,.,1,1,12,-9,-2.1,-4
NC(N)=NCCCC(NC(=O)c1ccccc1)C(=O)Nc1ccc2ccccc2c1 (configuration not stated),4,-3,-8.0,-0.6,33,8,-10,4,-1.9,.
COc1ccc2c(c1)cc(C(=O)N[C@@H](Cc1ccccc1)C(=O)N[C@@H](C)C(=O)O)n2C,59*,-8,0.3,-0.4,-20,1,15,1,2.8,74
Cc1ccc(-n2c(SCC(=O)OC(C)C)nnc2-c2cnccn2)cc1,1,5,0.6,.,1,-4,8,-10,1.0,-12
CN(C)CCCC(C)(O)C(C)(C)c1ccccc1 (configuration not stated),-1,3,0.6,-0.4,5,-1,1,-6,-0.4,8
CN1C(=O)NC(c2cccc(O)c2)C(C(=O)c2cccs2)C1(O)C(F)(F)F (configuration not stated),0,-6,0.5,-0.6,-5,.,12,11,1.7,4
COc1ccc(OCC(=O)NCCc2c[nH]c3ccccc23)cc1,1,-4,0.0,.,-2,-6,-3,-4,0.5,-5
CCCNC(=O)c1ccccc1NC(=O)c1ccccc1SC,2,0,0.8,.,6,5,13,-9,-0.3,33
COc1cc(CN2CC(=O)N(c3ccc(C)cc3)C2=S)cc(OC)c1OC,-1,-9,0.1,.,-6,-7,1,-12,-1.9,0
CCCCC(=O)Nc1cccc(-c2csc(-c3ccccc3)n2)c1,-7,-2,-2.0,.,-7,18,8,-56,0.0,2
C=CCn1c(C)cc(C(=O)CN2C(=O)c3ccccc3C2=O)c1C,1,-10,0.3,-2.6,0,12,12,-1,0.5,20
CCOC(=O)C1=C(C)NC2=C(C(=O)CCC2)C1c1coc2ccccc2c1=O (configuration not stated),3,4,-3.3,-0.7,3,3,6,11,1.4,37
Fc1ccccc1CNC(=S)Nc1ccc(Cl)cc1,0,-3,-6.4,.,0,6,11,-8,0.7,8
Cc1ccc(C(O)CN2C3=NCCN3c3ccccc32)cc1 (configuration not stated),1,-5,-0.5,0.1,-1,6,-3,-6,-3.1,10

# Three entries already listed, arranged by formula weight, smallest number first.
SMILES,FBA Mtb inh,BoNT-F LC inh,FadD28 binding,Mtb BioA inh,MazEF act,CCHFV vOTU inh,GDH-TPI counter,Rv3671c protease,Mtb UGM inh,VHR inh abs
Fc1ccccc1CNC(=S)Nc1ccc(Cl)cc1,0,-3,-6.4,.,0,6,11,-8,0.7,8
CCCNC(=O)c1ccccc1NC(=O)c1ccccc1SC,2,0,0.8,.,6,5,13,-9,-0.3,33
CCOc1ccc2oc(C(=O)NCC(C)(C)CN(C)C)c(C)c2c1,44*,-4,-1.2,.,1,1,12,-9,-2.1,-4

# Carrying on:
SMILES,FBA Mtb inh,BoNT-F LC inh,FadD28 binding,Mtb BioA inh,MazEF act,CCHFV vOTU inh,GDH-TPI counter,Rv3671c protease,Mtb UGM inh,VHR inh abs
C=CCOc1ccc(C[C@H](N)C(=O)NC[C@H]2O[C@@H](n3ccc(N)nc3=O)[C@H](O)[C@@H]2O)cc1,1,-2,2.8,-1.2,9,1,-3,.,.,.
Cc1ccc(COc2ccc(S(=O)(=O)N3CCCC3)cc2C(N)=O)cc1,-2,-17,0.3,0.8,11,8,5,-8,1.3,31
CC(=O)OCCN1c2ccccc2Sc2cnccc21,1,-1,-1.9,2.6,5,2,11,.,.,.
O=[N+]([O-])c1ccc(N2CCc3ccccc3C2)nc1,-4,?,-1.9,-0.7,7,20,18,-4,-0.1,4
CCc1cccc2c(C(=O)COC(=O)C3=NNC(=O)CC3)c[nH]c12,3,3,1.2,.,6,-5,10,-3,-0.9,11
COc1c(C)cc(C(=O)C2CCCN(C(=O)c3ccc4[nH]ccc4c3)C2)cc1C (configuration not stated),-2,-5,-0.2,1.9,4,5,10,-13,1.0,16
CC(=O)N(c1ccccc1)C1SC(=O)N(c2ccccc2)C1=O (configuration not stated),2,-8,-2.5,.,-2,-6,21,-16,1.1,-2

# Laid out differently: entries from further up.
structure	FBA Mtb inh	BoNT-F LC inh	FadD28 binding	Mtb BioA inh	MazEF act	CCHFV vOTU inh	GDH-TPI counter	Rv3671c protease	Mtb UGM inh	VHR inh abs
O=c1c2ccccc2nc(SCc2ccccc2)n1CC1CCCO1 (configuration not stated)	0	.	-1.9	.	-2	-5	1	20	-1.4	7
O=C(c1cc(Cl)ccc1O)N1CCN(S(=O)(=O)c2cccs2)CC1	0	13	0.6	.	0	-2	3	2	-0.5	.
Cc1ccc(NC(=O)CCn2nnc3ccccc32)cc1	-3	-2	-4.1	.	-5	-7	-4	7	-1.6	17
CCCNC(=O)c1ccccc1NC(=O)c1ccccc1SC	2	0	0.8	.	6	5	13	-9	-0.3	33
